# CBFb-RUNX1 inh – qHTS Assay for Compounds Blocking the Interaction Between CBF-beta and RUNX1 for the Treatment of Acute Myeloid Leukemia; Runt-related transcription factor 1 (Homo sapiens) + Core-binding factor subunit beta …; AlphaScreen CBFb-His/RUNX1-biotin binding, biochemical; Potency, µM (titrated, usually from 59.8 µM), for inactives: at the top dose activity, negative = inhibition, usual class: inhibitors; 230,000 tested, under 10 active; AID 1477, 2009; also: % of control where 0% means no effect
# Target sequence (Q01196 whole entry, looked up): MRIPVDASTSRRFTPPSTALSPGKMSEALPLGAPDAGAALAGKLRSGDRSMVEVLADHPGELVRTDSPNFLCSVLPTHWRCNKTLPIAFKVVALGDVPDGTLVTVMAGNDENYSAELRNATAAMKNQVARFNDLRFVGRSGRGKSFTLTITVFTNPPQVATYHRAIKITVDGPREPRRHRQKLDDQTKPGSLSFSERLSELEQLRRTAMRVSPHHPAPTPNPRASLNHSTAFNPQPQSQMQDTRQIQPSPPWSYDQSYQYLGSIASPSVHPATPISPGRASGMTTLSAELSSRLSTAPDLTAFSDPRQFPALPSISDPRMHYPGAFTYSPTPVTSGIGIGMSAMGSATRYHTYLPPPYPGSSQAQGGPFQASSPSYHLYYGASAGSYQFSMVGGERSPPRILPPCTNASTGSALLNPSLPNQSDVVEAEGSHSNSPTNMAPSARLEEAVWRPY
# Target sequence (Q13951 whole entry, looked up): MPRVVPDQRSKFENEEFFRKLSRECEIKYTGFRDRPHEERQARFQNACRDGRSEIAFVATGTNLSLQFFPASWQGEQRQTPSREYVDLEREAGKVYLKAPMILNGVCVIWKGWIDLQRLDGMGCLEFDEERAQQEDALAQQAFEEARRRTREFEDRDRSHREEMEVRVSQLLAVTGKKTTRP
#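 AlphaScreen binding: CBFb-His and RUNX1-biotin (30 nM each) preincubated 20 min, compound added for 15 min, then nickel and streptavidin beads for 90 min, all at room temperature. Disruption of the interaction by any mechanism counts as activity.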
# GAA inh – qHTS Assay for Inhibitors of Human alpha-Glucosidase as a Potential Chaperone Treatment of Pompe Disease; Lysosomal alpha-glucosidase (Homo sapiens), P10253; purified human GAA, 4-MU-alpha-glucoside fluorescence; Potency, µM (top dose mostly 76.9 µM), without a hit: at the highest dose activity change, negative = inhibition, most hits filed as inhibitors; 200,000 tested, 0.005% active;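 also: potency is read from the fitted curve at half-maximal effect; plate controls were uninhibited enzyme wells for no effect and no-enzyme background for full effect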
#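 AC50 values come from Hill fits of compound titrations (up to 77 uM) against 4 nM human enzyme. Substrate 4-methylumbelliferyl-alpha-D-pyranoside at 400 uM, pH 5.0 citrate buffer, 20 min room temperature; fluorescence Ex 365/Em 440 after alkaline stop.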
# HTT aggregate – qHTS Multiplex Assay to Identify Dual Action Probes in a Cell Model of Huntington: Aggregate Formation (GFP); PC12 HttQ103-GFP aggregates, Acumen cytometry, 40 h; Potency, µM (top dose mostly 46.1 µM), inactives show top-dose activity change, negative = inhibition, actives largely listed as inhibitors; 220,000 tested, 1.1% active; also: potency is read from the fitted curve at half-maximal effect; % is scaled to controls: 0 for no effect and ±100 for the full control effect; nearly all actives have a fitted effect of over 60% in size
#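 Inducible Q103 Huntingtin exon 1–GFP PC12 line, 1500 cells/well in phenol red free DMEM with 5% equine and 5% calf serum. Tebufenozide 100 nM induced expression; compounds titrated; aggregates quantified by cytometry.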
# GAA glycogen – qHTS Assay for Inhibitors and Activators of Human alpha-Glucosidase Cleavage of Glycogen; recombinant GAA, glycogen substrate, Amplex Red glucose oxidase fluorescence; Potency, µM (doses to about 76.4 µM), for the others: top-dose activity change, negative = inhibition, actives largely listed as inhibitors; 300,000 tested, 0.38% active;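 also: potency is read from the fitted curve at half-maximal effect; 0% = full enzyme reaction and -100% = no-enzyme basal signal; the screen sought inhibitors and activators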
#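 Natural-substrate format: glycogen cleavage by 4 nM human enzyme, glucose read by Amplex Red coupling (Ex 573, Em 610 nm). Normalized to enzyme and no-enzyme controls.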
# Lamin A splicing – qHTS Assay for Modulators of Lamin A Splicing. 200,000 tested, 0.01% active. AID 1487, 2009. HeLa LMNA splicing GFP/RFP minigene ratio, 48 h. Potency, µM (doses to about 46.1 µM), for inactives: at the highest dose ratio change, negative = inhibition, most hits filed as inhibitors; active = well fitted inhibition curve with a large enough effect in the signal ratio, with a control signal flat, not every such curve was filed as active; inconclusive = small, poorly fitted or top-dose-only effect, or effect the other way, or a change in a side signal; the % refers to the signal ratio; also: potency is read from the fitted curve at half-maximal effect; % is scaled to controls: 0 for no effect and ±100 for the full control effect
#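 S3 HeLa stable clones carrying a lamin A-EGFP splicing minigene plus DsRed2 were seeded at 600 cells/well in Opti-MEM with 2% FBS, pin-dosed and incubated 48 h at 37°C. Acumen cytometry (488 nm) gave the GFP/RFP total-intensity ratio.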
# HTT cytoprotect – qHTS Multiplex Assay to Identify Dual Action Probes in a Cell Model of Huntington: Cytoprotection (ATP) | 230,000 tested, 0.14% active | Potency, µM (series often up to 56.4 µM), without a hit: cytoprotection (ATP increase), actives largely listed as activators | AID 1471, 2008 | PC12 HTT-Q103 induced, cytoprotection, ATP luminescence, 40 h;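 also: potency is read from the fitted curve at half-maximal effect; % of control where 0% means no effect; nearly all actives have a fitted effect of over 45% in size; toxic huntingtin expression switched on by the ecdysone agonist tebufenozide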
#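 PC12 cells with ecdysone-inducible HTT exon 1 Q103-GFP, induced with 100 nM tebufenozide and co-treated with library compounds in a dose series (1536-well, 1500 cells/well). Cytoprotection read as ATP content by ATPlite luminescence.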
# aGlu spleen mod – qHTS Assay for Inhibitors and Activators of Human alpha-Glucosidase From Spleen Homogenate | Lysosomal alpha-glucosidase (Homo sapiens), P10253 | human spleen homogenate, 4-MU-alpha-glucoside fluorescence | Potency, µM (doses to about 79.9 µM), inactives show at the top dose activity change, negative = inhibition, hits mostly inhibitors | 240,000 tested, 0.006% active | AID 2112, 2009;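 also: potency is read from the fitted curve at half-maximal effect; 0% = enzyme with vehicle and -100% = no enzyme basal signal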
#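 Human spleen homogenate (1 ug) incubated with compounds and 1 mM 4-methylumbelliferyl-alpha-D-glucopyranoside in pH 5.0 citrate/phosphate buffer, 37 C, 40 min. Stopped at pH 10; 4-MU fluorescence (Ex 365/Em 440 nm); AC50 by Hill fit.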
# Active calls of the source: *; ? = inconclusive; / = not tested or not shown; [ ] = dose if it differs, or a comment. Unless noted, calls follow the shape of the dose curve; as a rule, active = well fitted curve in the direction sought with a large enough effect; inconclusive = small, poorly fitted or top-dose-only effect, or another doubt; inactive = no such curve, though single readings can be large; an effect the other way counts as inactive or inconclusive.
Structure	CBFb-RUNX1 inh	Lamin A splicing	aGlu spleen mod	HTT cytoprotect	GAA glycogen	HTT aggregate	GAA inh
CCCCCn1c2nc3ccccc3nc2c2c(=O)n(CC3CCCO3)c(C)nc21 (stereo not drawn)	5%	8%	1%	-15%	-4%	0%	2%
CCc1ccc(NC(=O)c2noc(C(C)C)c2[N+](=O)[O-])cc1	-3%	?	?	-44%[inhibitor]	1%	-9%	?
CCOC(=O)Cn1cc(C(=O)C2CC2)c2ccccc21	4%	10%	-5%	-4%[10 µM]	1%	-6%	-8%
CC1(C)Cc2c(sc3nc4n(c(=N)c23)CCC4)CO1	2%	3%	-15%	?	-1%	1%	0%
CC(C)SCC(=O)Nc1ncc2c(n1)-c1ccccc1CC2	2%	25%[46 µM]	0%	18%[10 µM]	4%	?	7%
CCN1CCN(c2nc(-c3ccccc3)nc3ccccc23)CC1	-2%	-2%	1%	-17%[10 µM]	-2%	3%	-2%
COC(=O)c1ccc(=O)c2nc3/c(=C/O)c(O)cc(=O)c3[nH]c12	/	/	2%	4%[10 µM]	-7%	1%[9.22 µM]	/
Cc1cc(C)nc(SCc2nnc(SCC(=O)Nc3nccs3)n2C)n1	0%	-11%	6%	8%[10 µM]	1%	-2%	-5%
CC(C)NC(=O)C1CC=CCC1C(=O)O (stereo not drawn)	6%	-7%	-5%	/	0%	5%	-13%
O=C1CC2(CCCC2)C(=O)N1c1ccc(S(=O)(=O)NCC2CC2)cc1Cl	8%	/	4%	22%[10 µM]	0%	-17%[9.22 µM]	/
Cc1cc(OCCN2CCCC2)ccc1[N+](=O)[O-]	-2%	6%	-5%	26%[0.074 µM]	12%	-8%	-12%
COC(=O)c1ccc(OCC(=O)Nc2ccsc2C(=O)OC)cc1	2%	7%[46 µM]	0%	-40%[inhibitor]	23%	-6%[9.22 µM]	2%
COC(=O)CCSc1cc([N+](=O)[O-])cc2c1c(C1OCCS1)nn2-c1ccccc1 (stereo not drawn)	-27%	1%	-3%	-41%[inhibitor]	-5%	-2%	-9%
CCn1c(C)nc2cc(C(=O)NNC(=O)CCC3CCCCC3)ccc21	1%	-2%	4%	-1%[1.9 µM]	12%	3%	1%
Cc1ccc(Cl)cc1NC(=O)C[n+]1ccc(Cc2ccc([N+](=O)[O-])cc2)cc1	-9%	?	-8%	-32%[inhibitor]	3%	-14%	-1%
CCC(=O)Nc1nc2ccccc2n1CCN(CC)CC	11%	-4%	-10%	-5%[0.074 µM]	-8%	-7%	-1%
CC(/C=C/C=C/c1ccccc1)=N/NC(=O)CNc1ccc(C)cc1	1%	10%	3%	-22%	?	8%	-2%
COC(=O)c1ccc(OCC(O)CN(CC(C)C)CC(C)C)cc1 (stereo not drawn)	3%	5%	3%	10%	-1%	2%	?
CCc1ccccc1NC(=O)CN(C)S(=O)(=O)c1ccc2c(c1)c(=O)n(C)c(=O)n2C	3%	-4%	0%	-37%	-5%	10%	-1%
CS(=O)(=O)N1CCN(c2ccc(C(=O)NC34CC5CC(CC(C5)C3)C4)cc2[N+](=O)[O-])CC1	5%	1%	5%	-4%[10 µM]	-2%	6%	-12%
CCCCOCCCNC(=O)COc1ccccc1	3%	11%	-12%	-4%[1.9 µM]	-15%	-10%	-3%
CCOC(=O)C1CCN(CC(O)COc2ccc(C(=O)CC)cc2)CC1 (stereo not drawn)	5%	-5%	-6%	5%[10 µM]	1%	1%	3%
CCOc1ccccc1C1C(C(=O)OC)=CN(C)C=C1C(=O)OC	2%	15%	?	8%[10 µM]	2%	7%	?
CCOc1ccc(Br)cc1CNCCN1CCOCC1	0%	-7%	-1%	/	3%	1%	-3%
Cc1nc(/N=C(\N)NC(=O)NC2CCCCC2)nc2ccccc12	-2%	/	-5%	10%[10 µM]	3%	-10%[9.22 µM]	/
CCN(CC)C(=O)CSc1nnc([C@H](CCSC)NC(=O)OC(C)(C)C)o1	12%	11%	4%	-10%	1%	-16%	0%
COC(=O)C1=C(C(=O)OC)[C@@H]2N(C)c3ccc(OC)cc3[C@@]23C[C@@H](C(=O)OC)N(S(=O)(=O)c2ccc(C(F)(F)F)cc2)C3=N1	-17%[13.1 µM]	?	6%[17.4 µM]	13%[10 µM]	/	/	/
Cc1cc(C)n(C(=O)COc2ccc([N+](=O)[O-])cc2)n1	-3%	6%	7%	/	11%	-4%	3%
COc1ccc(NC(=O)CN(Cc2ccccc2)S(C)(=O)=O)c(OC)c1	6%	2%	2%	-8%	10%	-21%	11%
Cc1cc(C(=O)N2CCN(c3ccccc3)CC2)c(C)o1	-2%	6%	2%	-4%	3%	1%	0%
COc1ccccc1/C=C/CN1CCCC(CO)(Cc2cccc(Cl)c2)C1 (stereo not drawn)	11%	/	?	-42%	12%	-3%	-10%
C=CCNCCCCOc1ccccc1	9%	-6%	-8%	6%[10 µM]	8%	-3%	4%
CS(=O)(=O)N1CCN(Cc2ccccc2C(F)(F)F)CC1	12%	11%	12%	-21%	-2%	-15%	4%
CCN1CCN(Cc2ccc(NC(=O)c3cc(NC(=O)N4CCNC4=O)cc(OC)c3)cc2C(F)(F)F)CC1	11%	/	4%	19%[10 µM]	4%	-11%[9.22 µM]	/

# One compound at a time (already shown).
# Entry for CS(=O)(=O)N1CCN(Cc2ccccc2C(F)(F)F)CC1 → CBFb-RUNX1 inh: 12%; Lamin A splicing: 11%; aGlu spleen mod: 12%; HTT cytoprotect: -21%; GAA glycogen: -2%; HTT aggregate: -15%; GAA inh: 4%
# Entry for CCN(CC)C(=O)CSc1nnc([C@H](CCSC)NC(=O)OC(C)(C)C)o1 → CBFb-RUNX1 inh: 12%; Lamin A splicing: 11%; aGlu spleen mod: 4%; HTT cytoprotect: -10%; GAA glycogen: 1%; HTT aggregate: -16%; GAA inh: 0%

# Four entries out of the list above, arranged by the number in HTT aggregate, largest number first.
canonical_smiles | CBFb-RUNX1 inh | aGlu spleen mod | HTT aggregate | GAA inh
Cc1cc(C(=O)N2CCN(c3ccccc3)CC2)c(C)o1 | -2% | 2% | 1% | 0%
COc1ccccc1/C=C/CN1CCCC(CO)(Cc2cccc(Cl)c2)C1 (stereo not drawn) | 11% | ? | -3% | -10%
Cc1cc(C)n(C(=O)COc2ccc([N+](=O)[O-])cc2)n1 | -3% | 7% | -4% | 3%
COc1ccc(NC(=O)CN(Cc2ccccc2)S(C)(=O)=O)c(OC)c1 | 6% | 2% | -21% | 11%

# 3 consecutive entries out of the list so far:
Structure	CBFb-RUNX1 inh	Lamin A splicing	aGlu spleen mod	HTT cytoprotect	GAA glycogen	HTT aggregate	GAA inh
C=CCNCCCCOc1ccccc1	9%	-6%	-8%	6%[10 µM]	8%	-3%	4%
CS(=O)(=O)N1CCN(Cc2ccccc2C(F)(F)F)CC1	12%	11%	12%	-21%	-2%	-15%	4%
CCN1CCN(Cc2ccc(NC(=O)c3cc(NC(=O)N4CCNC4=O)cc(OC)c3)cc2C(F)(F)F)CC1	11%	/	4%	19%[10 µM]	4%	-11%[9.22 µM]	/

# High-throughput results deposited in PubChem by National Center for Advancing Translational Sciences (NCATS).
